Screening data from PubChem BioAssay.
S2 tox – Viability Counterscreen for Primary qHTS for Inhibitors of ATXN expression; S2 cells (HEK-293 line with an ATXN2-luciferase reporter) viability, CellTiter-Fluor protease fluorescence, 24 h; Potency, µM (series often up to 56.7 µM), usual class: cytotoxic; 0.49% of 400,000 active; AID 651635, 2014; note: potency is the fitted concentration of half-maximal effect; nearly all actives have a fitted effect of over 40% in size
EPAC2 ag – qHTS for Agonist of cAMP-regulated guanine nucleotide exchange factor 4 (EPAC2): primary screen; Potency, µM (series often up to 154 µM), for the others: top-dose activation, hits mostly activators; AID 720711, 2013; EPAC2 activation, biochemical qHTS; response scale: 100% = 6.5 mM cAMP response; 0.079% of 360,000 active; Rap guanine nucleotide exchange factor 4 (Homo sapiens), Q8WZA2; note: potency is the fitted concentration of half-maximal effect; nearly all actives have a fitted effect of over 50% in size
Target sequence (Q8WZA2 whole entry, looked up): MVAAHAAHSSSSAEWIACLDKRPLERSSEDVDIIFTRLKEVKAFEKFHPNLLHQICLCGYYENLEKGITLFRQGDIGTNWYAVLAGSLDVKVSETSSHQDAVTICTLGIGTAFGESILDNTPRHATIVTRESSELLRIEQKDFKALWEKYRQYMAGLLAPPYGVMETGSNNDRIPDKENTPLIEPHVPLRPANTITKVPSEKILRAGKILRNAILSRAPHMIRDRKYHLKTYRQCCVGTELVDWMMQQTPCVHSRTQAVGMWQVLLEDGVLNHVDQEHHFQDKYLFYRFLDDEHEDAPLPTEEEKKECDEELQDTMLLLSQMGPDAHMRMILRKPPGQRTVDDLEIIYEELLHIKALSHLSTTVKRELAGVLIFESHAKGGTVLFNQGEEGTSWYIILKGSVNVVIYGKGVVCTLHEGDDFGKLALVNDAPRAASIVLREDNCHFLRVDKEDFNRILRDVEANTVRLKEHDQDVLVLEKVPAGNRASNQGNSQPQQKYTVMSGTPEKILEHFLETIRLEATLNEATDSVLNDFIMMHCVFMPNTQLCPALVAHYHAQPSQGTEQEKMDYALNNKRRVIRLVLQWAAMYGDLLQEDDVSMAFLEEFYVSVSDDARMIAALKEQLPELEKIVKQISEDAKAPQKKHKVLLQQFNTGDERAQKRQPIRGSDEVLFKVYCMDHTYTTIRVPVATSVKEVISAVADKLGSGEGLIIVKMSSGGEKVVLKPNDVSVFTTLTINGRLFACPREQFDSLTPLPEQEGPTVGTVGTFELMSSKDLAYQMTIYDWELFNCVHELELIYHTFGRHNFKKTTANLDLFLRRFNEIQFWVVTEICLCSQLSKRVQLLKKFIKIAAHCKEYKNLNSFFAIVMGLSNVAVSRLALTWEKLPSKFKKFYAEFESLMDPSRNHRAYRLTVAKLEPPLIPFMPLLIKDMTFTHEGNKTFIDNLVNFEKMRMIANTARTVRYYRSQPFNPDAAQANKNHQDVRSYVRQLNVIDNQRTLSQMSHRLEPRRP
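In this primary screen, activation is scored as increased exchange of BODIPY-GDP from Rap1B by 100 nM EPAC2, with 50 uM GDP as competitor. Signal is normalized to the 6.5 mM cAMP agonist control.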
HepG2 viability – qHTS for Inhibitors of TGF-b: Cytotox Counterscreen; HepG2 CAGA-GFP viability, ATP luminescence, 18 h; Potency, µM (doses to about 46.1 µM), inactives show at the highest dose activity change, negative = cytotoxicity, hits mostly cytotoxic; 0.76% of 410,000 active; AID 588856, 2011; note: potency is the fitted concentration of half-maximal effect; some results filed as inactive show a strong effect at the top dose
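CellTiter-Glo luminescence gave cytotoxicity after 18 hours at 37 degrees C. The cells were HepG2 CAGA-GFP in 1% FBS DMEM, stimulated with 500 pg/mL TGF-beta after compound addition. %Activity was normalised to no-cell wells (complete cell-killing) and DMSO (no toxicity), and curves were fitted and classified.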
IL2 activator – qHTS of IL-2 Activators; IL-2 activation reporter assay, cell-based qHTS; stimulated with anti-CD3/CD4/CD28 beads; in transgenic mouse T cells; activation, % (series mostly up to about 46 µM); 0.065% of 360,000 active; in the data active = activation above about 50%; inconclusive = mostly about 30% to 49%; note: 0% is about no effect
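Quantitative HTS in unstimulated transgenic mouse T cells, with memory T cells as non-tolerant control and PMA/ionomycin as tolerance-bypass control. Compound pretreatment lasted 60 minutes before 18 h bead stimulation; EGFP/DsRed fluorescence read.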
A549 tox – Nrf2 qHTS screen for inhibitors: counterscreen for cytotoxicity; Potency, µM (top dose mostly 46 µM), inactives show at the top dose activity change, negative = cytotoxicity, actives largely listed as inhibitors; 0.16% of 390,000 active; A549 ARE-Fluc cells, CellTiter-Fluor viability, 18-24 h; note: potency is the fitted concentration of half-maximal effect; % is set by controls: 0 for no effect and ±100 for the full control effect
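Cytotoxicity counterscreen: CellTiter-Fluor fluorescence was measured in A549 ARE_Fluc cells after 18-24 h of compound exposure in a concentration series. The subsequent BugLite luminescent read reports ARE-luciferase activity.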
Nrf2 activator – qHTS of Nrf2 Activators | Potency, µM (top dose mostly 46.1 µM), without a hit: at the highest dose activation, hits mostly activators | 0.31% of 410,000 active | AREc32 ARE-luciferase reporter (MCF7-derived line), luminescence, 24 h; note: potency is the fitted concentration of half-maximal effect; % of control where 0% means no effect; nearly all actives have a fitted effect of over 65% in size
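AREc32 cells carrying an ARE-driven firefly luciferase reporter were seeded at 1000 cells/well in OPTI-MEM with 5% FBS, then exposed to compound for 24 hr at 37 deg C. Luminescence was read with Steady-Glo after 30 min at RT.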
Nrf2 inh – Nrf2 qHTS screen for inhibitors. 2.1% of 360,000 active. A549 ARE-Fluc reporter, luciferase luminescence, 18-24 h. Potency, µM (doses to about 46 µM), without a hit: top-dose activity change, negative = inhibition, most hits filed as inhibitors. AID 504444, 2011; note: potency is the fitted concentration of half-maximal effect; % is set by controls: 0 for no effect and ±100 for the full control effect; nearly all actives have a fitted effect of over 60% in size
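Concentration-response testing used A549 ARE_Fluc cells at 5000 cells/well. Following an 18-24 h compound incubation, viability was read by fluorescence (Ex 405/Em 525) and luciferase output by luminescence.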
TGFb SMAD3 inh – qHTS for Inhibitors of TGF-b; HepG2 CAGA-GFP TGF-b/SMAD3 reporter, GFP fluorescence, 18 h; TGF-beta stimulated, 500 pg/mL final; Potency, µM (series often up to 46.1 µM), inactives show at the top dose activity, negative = inhibition, actives largely listed as inhibitors; 1.2% of 410,000 active; AID 588855, 2011; note: potency is the fitted concentration of half-maximal effect; % is set by controls: 0 for no effect and ±100 for the full control effect; nearly all actives have a fitted effect of over 65% in size
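Inhibition was scored as loss of TGF-beta-induced (500 pg/mL final, 18 hours, 37 degrees C) GFP in HEPG2 cells carrying a CAGA-GFP reporter, in DMEM with 1% FBS. Well GFP was summed per cell; Activity was normalised to unstimulated and stimulated DMSO wells, then concentration-response fitting.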
ATXN2 expr inh – Primary qHTS for Inhibitors of ATXN expression; HEK-293 ATXN2-luciferase reporter, luminescence, 24 h; Potency, µM (doses to about 57 µM), for inactives: top-dose activity change, negative = inhibition, most hits filed as inhibitors; 0.72% of 360,000 active; AID 1745845, 2022; note: potency is the fitted concentration of half-maximal effect; % is set by controls: 0 for no effect and ±100 for the full control effect; nearly all actives have a fitted effect of over 55% in size
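ATXN2-luciferase reporter cells (luciferase flanked by upstream and downstream ATXN2 gene portions) were treated 24 h at 37 °C with compounds at up to 57 uM. SteadyGlo luminescence gave expression; GF-AFC fluorescence gave viability.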
An asterisk follows results filed as active; i = inactive; u = inconclusive; x = no result given; & = joins results of further samples; [ ] = another dose, or the depositor's remark. Unless noted, calls come from the whole dose curve; as a rule, active = well fitted curve in the direction sought with a large enough effect; inconclusive = small, poorly fitted or top-dose-only effect, or another doubt; inactive = no such curve, though single readings can be large; an effect the other way counts as inactive or inconclusive.

SMILES	S2 tox	EPAC2 ag	HepG2 viability	IL2 activator	A549 tox	Nrf2 activator	Nrf2 inh	TGFb SMAD3 inh	ATXN2 expr inh
COc1ccc(CNS(=O)(=O)c2cc3c(cc2Cl)N(C(C)=O)CCO3)cc1	x	x	3%	x	-1%	-0.4%	-13%	-1%	x
Cc1cc(C)cc(SCc2noc(C(=O)NCCN(C)C)c2C(=O)NCCN(C)C)c1	i	7%	-29%	-0.5	-3%	3.7%	8%	1%	u
Cc1ccccc1NC(=O)c1cc[n+]([O-])cc1	i	8%	-29%	-0.8	3%	-0.2%	9%	-10%	11%
Cn1c(=O)c2c(nc(Cc3ccccc3)n2C)n(C)c1=O	i	-1%	1%	0.6	5%	-0.4%	0%	-1%	-22%
COc1ccccc1NC(=O)Nc1cccc(C)n1	u	-3%	-1%	0.3	6%	7.1%	1%	6%	x
CCc1nc(SCc2ccc(OCC(C)C)cc2)n[nH]1	i	-6%	-30%	-3.6	-5%	0.6%[9.22 µM]	-20%	-20%	2%
Cc1ccc(Nc2cc(C)nc3ncnn23)c(C)c1	u	1%	2%	0.7	-2%	3.9%	1%	9%	6%
CC12CCC(C(=O)NNc3ccccc3)(C(=O)C1=O)C2(C)C (configuration not stated)	i	2%	9%	0.2	2%	0.5%	-3%	-22%	x
O=C(NCc1ccccc1Cl)c1ccc(NC(=O)N2CCSc3ncccc32)cc1	x	x	-22%	x	0%	0.2%	-11%	0%	x
Cc1cc(OCC(=O)Nc2ncn[nH]2)c(C)c(C)c1Br	i	x	-4%	x	0%	-1.6%	6%	2%	4%

Exported bar-delimited: part of the list above.
canonical_smiles | S2 tox | EPAC2 ag | HepG2 viability | IL2 activator | A549 tox | Nrf2 activator | Nrf2 inh | TGFb SMAD3 inh | ATXN2 expr inh
Cn1c(=O)c2c(nc(Cc3ccccc3)n2C)n(C)c1=O | i | -1% | 1% | 0.6 | 5% | -0.4% | 0% | -1% | -22%
COc1ccccc1NC(=O)Nc1cccc(C)n1 | u | -3% | -1% | 0.3 | 6% | 7.1% | 1% | 6% | x
CCc1nc(SCc2ccc(OCC(C)C)cc2)n[nH]1 | i | -6% | -30% | -3.6 | -5% | 0.6%[9.22 µM] | -20% | -20% | 2%

(more compounds)
SMILES	S2 tox	EPAC2 ag	HepG2 viability	IL2 activator	A549 tox	Nrf2 activator	Nrf2 inh	TGFb SMAD3 inh	ATXN2 expr inh
CCOc1ccc(-n2c(SCC(=O)Nc3ccc(CC)cc3)nc3n[nH]c(C)c3c2=N)cc1	u	-11%	-54%	-6.7	-14%	2.5%	u	u	-31%
Cc1cc(C)cc(C(=O)Nc2cccnc2)c1	i	2%	0%	0.1	u	-0.3%	u	5%	2%
Cc1nc2ccc(S(=O)(=O)NCC(=O)N3CCc4ccccc4C3)cc2s1	i	-1%	1%	0.3	-4%	0.4%	-21%	-19%	-3%
CCCCNC(=O)c1cc(-c2ccc(F)cc2)on1	i	3%	-12%	-1.7	-2%	25%	x	6%	28%
NC(=O)c1nn(-c2ccccc2)nc1NC(=O)Cn1nnc(-c2ccccc2)n1	i	-13%	-3%	1.5	-2%	-0.5%[9.22 µM]	-2%	0%	-12%
O=C(O)CSc1ncccc1C(=O)O	i	-9%	21%	1.1	-1%	0.4%	3%	-18%	-3%
O=C(NNS(=O)(=O)c1ccccc1)C(O)(c1ccccc1)c1ccccc1	i	0%	28%	-0.1	3%	-0.2%	0%	8%	-11%
CCC(C)NC(=O)c1cnc2n(c1=O)CCS2 (configuration not stated)	i	8%	-4%	-3.3	-7%	-1.0%	u	-10%	8%
COCCCNC(=O)c1c(N)n(/N=C/c2ccccn2)c2nc3ccccc3nc12	i	-11%	1%	3.2	-9%	0.3%	u	-9%	4%
CCCNC(=O)N[C@@H](CCSC)C(=O)OC	i	9%	-77%	0.4	5%	-0.6%	10%	u	0%
Cc1cc(C(=O)Nc2ccc(S(=O)(=O)N3CCCC3)cc2)cs1	i	4%	-5%	1.4	7%	2.7%	x	20%	2%
Cc1ccccc1N(CC(=O)NC1CCCC1)C(=O)C1(C)CC(=O)N=C2C=CC=CN21 (configuration not stated)	i	6%	1%	2.1	7%	0.2%	u	23%	4%
Cc1cc(Cl)nc(Cl)c1C(=O)NC(=O)NCCC(C)C	i	2%	-2%	0.1	21%	3.0%	-5%	5%	-12%
COCCNC(=O)C1(C)CCCN(C(=O)c2cc(F)cc(F)c2)C1 (configuration not stated)	i	5%	-10%	-0.2	x	0.0%	x	-18%	11%
CC(C(=O)Nc1ccc(N2CCOCC2)cc1)N1C(=O)NC(C)(C)C1=O (configuration not stated)	u	1%	-21%	2.3	9%	-0.1%	7%	-11%	x
CCOc1cc(C2c3c(-c4ccc(Br)cc4)n[nH]c3C(=O)N2c2ccc(Cl)cc2)ccc1O (configuration not stated)	x	x	10µM*	x	-28%	0.5%	u	4.5µM*	u
S=C(NCc1ccncc1)Nc1ccc(Cl)c(Cl)c1	i	-3%	-40%	-2.4	-3%	2.7%	-6%	u	-28%
O=C(O)CC(C(=O)Nc1ccc(F)cc1)C1CCCO1 (configuration not stated)	i	9%	-7%	-2.4	5%	-0.5%	8%	-17%	-3%
COc1ccc(N(CC(=O)Nc2ccc(Cc3ccncc3)cc2)S(=O)(=O)c2ccccc2)cc1	i	16%	-28%	-2.2	-5%	4.3%	u	-5%	-20%
O=C(c1ccc2c(c1)OCCO2)N1CCN(Cc2c(F)cccc2Cl)CC1	i	-5%	-22%	-0.4	6%	2.0%	6%	-3%	x
CCCSCCCNC(=O)CN1C(=O)COc2ccc(S(=O)(=O)N3CCCC3)cc21	u	6%	1%&5%	-1.5	-13%&1%	-0.6%&0.3%	8%&-6%	1%&-22%	12%&-3%
CC(C)(C)NC(=O)COC(=O)c1cncc(Br)c1	u	4%	19%	-0.5	-9%	0.0%	-3%	20%	-5%
NC(=O)NC(CC(=O)NNC(=O)c1ccccn1)c1ccccc1Cl (configuration not stated)	i	7%	-2%	-0.6	2%	-0.6%	6%	2%	-2%
CCc1ccc(-c2cc(C)no2)cc1S(=O)(=O)NCCc1ccc(S(N)(=O)=O)cc1	i	4%	1%	0.1	-2%	0.5%	8%	4%	-1%
CC(C)CCN1C(=O)c2ccc(C(=O)N3CCCCC3)cc2C1=O	i	-7%	-16%	0.2	2%	-0.4%	-3%	-8%	-11%
CC1Cc2ccccc2N1C(=O)CN1C(=O)COc2ccccc21 (configuration not stated)	u	1%	-2%	-0.5	-4%	-0.5%	6%	5%	8%
CCN(CC)S(=O)(=O)c1cccc(NC(=O)COC(=O)C2CC3C=CC2C3)c1 (configuration not stated)	i	15%	-31%	0.7	-2%	1.9%	u	-29%	x
Cc1cccn2cc(CNC(=O)c3ccc(Br)o3)nc12	i	-2%	-5%	-0.1	2%	0.6%	-3%	6%	-9%
O=C(NCCCN1CCN(c2ccccc2)CC1)c1ccc2nc(Cc3ccccc3)oc2c1	x	x	-35%	x	-12%	5.1%	x	u	x
Cc1ccccc1CN1C[C@H]2CON(C)[C@H]2C[C@H]1c1cccc(Br)c1	i	5%	-20%	0.0	x	-0.4%	x	-4%	-36%
O=C(CSc1ccc(Cl)cc1)NCC1CCCO1 (configuration not stated)	i	-22%	2%	-5.2	1%	-0.4%	x	-29%	23%
CCCC(=O)Nc1nc(-c2ccc(OC)cc2)cs1	i	-3%	1%	-0.5	-3%	3.0%	u	0%	22%
Cc1ccc(SCc2[nH]nc3c2C2(C(=O)Nc4ccc([N+](=O)[O-])cc42)C(C#N)=C(N)O3)cc1 (configuration not stated)	i	8%	-1%	-2.8	13%	7.2%	u	-15%	-13%
CN(C)C(CNC(=S)Nc1ccc(F)cc1)c1cccnc1 (configuration not stated)	i	13%	-8%	-5.0	11%	2.3%	3%	6%	-1%
CCn1c(CSCc2ccccc2)n[nH]c1=S	i	5%	4%	0.6	8%	-0.4%	1%	64%[activator]	-8%[11.3 µM]
C#CCn1c(=NC(=O)CSC(C)=O)sc2cc(F)ccc21	x	5%	-39%	-2.3	1%	0.1%	8%	u	u
c1ccc(C2=Nn3c(Cn4nnc5ccccc54)nnc3SC2)cc1	i	4%	-52%	-0.1	-1%	-0.5%	-3%	-1%	-3%
O=C(Nc1n[nH]c(C(F)(F)F)n1)c1cccs1	i	10%	5%	-2.4	2%	2.7%	9%	0%	1%
Cc1cccc(Cn2c(CN3CCC(C(=O)NC(C)C)CC3)cc3ccccc32)c1	u	x	-42%	x	-20%	5.7%	x	u	u
CN(C)CCCNc1nc(-c2ccccc2)nc2ccccc12	i	4%	-32%	-1.2	-6%	22%	-6%	-1%	u
CN1CCN(C(=O)c2cc3nc(-c4ccccc4)cc(C(F)(F)F)n3n2)CC1	i	3%	-21%	4.5	-1%	3.0%	x	u	-9%
O=C(COc1ccc(Br)cc1)Nc1ccccc1C(=O)NC1CC1	i	12%	3%	-0.8	1%	-0.2%	-3%	0%	-7%
O=C(COc1ccc(Cl)cc1)N(Cc1ccco1)C1CCS(=O)(=O)C1 (configuration not stated)	u	12%	-11%	-0.5	2%	3.4%	-5%	-8%	-18%
